Bioassay records: PubChem, The Scripps Research Institute Molecular Screening Center
TAAR1 ag – human TAAR1 agonists, primary screen, Fluo-8 calcium fluorescence, CHO RD-HGA16 cells. activation, % at 3 µM. vehicle wells 0%, saturating PEA agonist 100%. hit rate 0.99% among 360,000. AID 624467, 2012. Trace amine-associated receptor 1 (Homo sapiens), Q96RJ0;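 active = activation above the mean activation of all test compounds in the run plus 3 SD, cut at about 38% in these data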
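Test system: RD-HGA16 (CHO) cells co-expressing Gα16 and hTAAR1; dosing: one-point dosing at 3 µM (nominal); timing: 17-24 h seeding, 75 min 37 °C dye, 30 min RT; signal: kinetic Fluo-8 calcium fluorescence; read-out basis: % activation relative to PEA EC100 response; controls: DMSO and PEA EC100; replicates: n 1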
CHO parental Ca – ATP-evoked calcium signal inhibitors, parental CHO, primary screen, counter-screen for OX1R antagonist project, cell-based, fluorescence, Fluo-8 calcium dye. parental CHO-K1, ATP-induced calcium, Fluo-8 fluorescence. inhibition, % at 5.6 µM. hit rate 0.63% among 330,000. AID 463079, 2010;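 active = inhibition above that plate's mean sample inhibition plus 3 SD, cut at about 26% in these data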;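 also: 0% = ATP-challenged DMSO wells and 100% = DMSO wells without ATP; some compounds past the cut are filed as inactive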
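material = parental CHO cells | also added = ATP as calcium-mobilizing challenge | dosing = single point at 5.6 µM | detection = intracellular calcium via Fluo-8 no-wash fluorescent dye | read-out = % inhibition | benchmarks = low control ATP plus DMSO, high control DMSO only | repeats = one well per compound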
M1 PAM parental – nonselective calcium activators in parental CHO-K1 cells, primary screen, counter-screen for M1 PAM project, cell-based, Fluo-8 calcium fluorescence, full deck, 1536-well; AID 602247, 2012; hit rate 0.02% among 360,000; activation, % at 3 µM; ATP EC20; 0% at ATP EC20, 100% at ATP max;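 active = activation above the run cutoff, the mean activation of all test compounds plus 3 SD, cut at about 40% in these data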;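 also: peak over basal fluorescence ratio in a 140 s read after ATP addition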
TAAR1 antag – human TAAR1 antagonists, primary screen, Fluo-8 calcium fluorescence, CHO RD-HGA16 cells; Trace amine-associated receptor 1 (Homo sapiens), Q96RJ0; antagonist; inhibition, % at 3 µM; hit rate 1.5% among 360,000; AID 624466, 2012;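 active = inhibition above a per-plate cutoff, the mean inhibition of test compounds on that plate plus 3 SD, cut at about 49% in these data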;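 also: 0% = DMSO plus EC80 beta-PEA response and 100% = DMSO alone without agonist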
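Assay system: RD-HGA16 CHO cells with stable hTAAR1 and Gα16 / Reagent: EC80 β-phenethylamine stimulus / Doses: 3 µM, single point / Timing: dye loading 75 min at 37 °C, then 30 min room temperature / Measured by: Fluo-8 intracellular calcium dye fluorescence, real-time kinetic reads / Controls: vehicle wells and EC80 agonist wells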
V1R ag counter – agonists of human V1a receptor, primary screen, counter-screen for OXTR agonist project, fluorescence, CHO-V1R cells; activation, % at 3 µM; hit rate 0.25% among 320,000; AID 2797, 2010; Vasopressin V1a receptor (Homo sapiens), P37288; Fluo-8 calcium fluorescence, agonist mode; 0% DMSO, 100% 3 nM vasopressin;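 active = activation above the mean activation of all tested compounds plus 3 SD, per screening run, cut at about 20% in these data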;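 also: signal is peak over basal fluorescence ratio across a 100 second FLIPR read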
Target sequence (P37288 whole entry, looked up): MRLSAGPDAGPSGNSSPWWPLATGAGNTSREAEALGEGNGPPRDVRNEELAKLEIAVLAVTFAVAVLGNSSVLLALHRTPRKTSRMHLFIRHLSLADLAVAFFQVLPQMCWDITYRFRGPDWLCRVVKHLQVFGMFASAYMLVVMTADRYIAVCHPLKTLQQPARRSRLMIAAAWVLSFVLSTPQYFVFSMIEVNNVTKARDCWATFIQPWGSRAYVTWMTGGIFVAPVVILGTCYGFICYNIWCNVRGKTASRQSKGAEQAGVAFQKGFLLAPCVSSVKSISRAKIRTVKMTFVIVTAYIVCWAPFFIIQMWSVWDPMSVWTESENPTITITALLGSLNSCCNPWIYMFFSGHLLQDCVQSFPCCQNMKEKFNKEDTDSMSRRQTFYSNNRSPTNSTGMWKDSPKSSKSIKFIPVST
M1 ag – human M1 muscarinic receptor agonists, primary screen, Fluo-8 calcium fluorescence, CHO-K1 cells, HTS. Muscarinic acetylcholine receptor M1 (Homo sapiens), P11229. CHO-K1 hM1, agonist mode; 0% DMSO, 100% acetylcholine EC100. activation, % at 3 µM. hit rate 0.33% among 360,000. AID 588814, 2011;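 active = activation above the run's mean compound activation plus 3 SD, cut at about 16% in these data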;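 also: peak over basal fluorescence ratio within a 140 s kinetic read after compound addition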
Target sequence (P11229 whole entry, looked up): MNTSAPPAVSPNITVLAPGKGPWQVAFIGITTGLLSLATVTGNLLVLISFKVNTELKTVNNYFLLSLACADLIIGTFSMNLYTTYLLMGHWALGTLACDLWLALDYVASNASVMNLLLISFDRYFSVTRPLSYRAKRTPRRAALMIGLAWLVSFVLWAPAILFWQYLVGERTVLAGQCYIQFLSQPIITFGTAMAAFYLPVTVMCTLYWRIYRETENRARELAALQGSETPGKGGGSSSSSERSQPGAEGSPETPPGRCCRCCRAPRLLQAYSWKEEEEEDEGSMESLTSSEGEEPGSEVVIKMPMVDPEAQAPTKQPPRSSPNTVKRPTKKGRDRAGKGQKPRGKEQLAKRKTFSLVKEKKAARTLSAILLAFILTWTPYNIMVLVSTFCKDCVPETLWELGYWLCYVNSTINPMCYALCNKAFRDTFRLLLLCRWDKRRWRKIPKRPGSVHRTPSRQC
CHO-K1 Ca antag – counter-screen for M1 antagonists: effect in parental CHO-K1 cells; ATP-induced calcium, Fluo-8 fluorescence; inhibition, % at 3 µM; hit rate 0.6% among 360,000;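 active = inhibition above a per-plate cutoff, the plate's mean sample inhibition plus 3 SD, cut at about 24% in these data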;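 also: 0% = DMSO plus EC80 ATP and 100% = DMSO alone without ATP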
M1 ag parental – counter-screen for M1 agonists: effect in parental CHO-K1 cells | activation, % at 3 µM | hit rate 0.48% among 360,000 | AID 602248, 2012 | Fluo-8 calcium fluorescence; scaled to maximal ATP response, vehicle zero; in the data active = activation above about 15%;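 also: untransfected CHO-K1 host cells lacking M1 receptor as counterscreen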
OXTR potentiator – human OXTR potentiators, primary screen, fluorescence, CHO-OTR cells, Fluo-8 calcium; Oxytocin receptor (Homo sapiens), P30559; Fluo-8 calcium fluorescence, potentiator mode; 0% = oxytocin EC15, 100% = EC100; activation, % at 3 µM; hit rate 0.061% among 320,000; AID 2445, 2010;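 active = activation above that plate's cutoff, the mean activation of tested compounds plus 3 SD, cut at about 6.6% in these data, passing the limit was not always enough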;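 also: 100% uses oxytocin at 75 nM as the full agonist control; some results filed as inactive read as strong as hits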
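System: human OTR in CHO cells / Also added: sub-maximal oxytocin, roughly EC15 / Control set: EC15 oxytocin low, 75 nM oxytocin high / Schedule: 6 min compound pre-incubation at room temperature, 100 s kinetic read / Compound: single-point 3.0 µM / Replication: singlicate / Technique: Fluo-8 calcium dye fluorescence / Read-out basis: % activation of max/min ratio relative to oxytocin controls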
Starred values were filed as active, the others as inactive. Rows are unselected; 3.3% or so of the library scored in one or more.

What do the screens show for `CCc1ccccc1NC(=O)C1CCN(S(=O)(=O)c2ccc(N3CCCC3=O)cc2)CC1`?
TAAR1 ag: 3.3; M1 PAM parental: 1.9; TAAR1 antag: -7.8; M1 ag: -1.3; CHO-K1 Ca antag: -7.2; M1 ag parental: 1.3

Results for CCOc1cc(S(=O)(=O)N2CC=C(c3ccc(F)cc3)CC2)c(OCC)cc1-n1cnnn1 ?
TAAR1 ag: 4.5; CHO parental Ca: -14.2; M1 PAM parental: -0.8; TAAR1 antag: -19.5; V1R ag counter: -0.6; M1 ag: -1.7; CHO-K1 Ca antag: -19.2; M1 ag parental: -0.1; OXTR potentiator: -5.7

What do the screens show for `O=C1CC(N2CCC(c3nc4ccccc4o3)CC2)C(=O)N1c1ccc(F)cc1` (stereo unspecified)?
TAAR1 ag: 6.7; CHO parental Ca: 0.0; M1 PAM parental: -7.1; TAAR1 antag: -2.4; V1R ag counter: 0.0; M1 ag: -2.2; CHO-K1 Ca antag: -1.5; M1 ag parental: 0.7; OXTR potentiator: -12.7

Results for CSc1ccc(Cl)c(C(=O)OCC(=O)Nc2ccccc2OC(F)F)c1 ?
TAAR1 ag: 1.9; CHO parental Ca: -16.0; M1 PAM parental: 15.5; TAAR1 antag: 17.6; V1R ag counter: 0.0; M1 ag: -7.3; CHO-K1 Ca antag: -4.0; M1 ag parental: 1.2; OXTR potentiator: -3.8

How did CCOc1ccccc1N(CC(=O)Nc1ccc(S(=O)(=O)N2CCCC2)cc1)S(C)(=O)=O do in these assays?
TAAR1 ag: 2.9; CHO parental Ca: -7.3; M1 PAM parental: -8.6; TAAR1 antag: -16.2; V1R ag counter: 3.6; M1 ag: -2.9; CHO-K1 Ca antag: 0.3; M1 ag parental: 2.5; OXTR potentiator: -5.3

What do the screens show for `O=C(O)C1C2CCC(O2)C1C(=O)NCCC1=CCCCC1` (stereo unspecified)?
CHO parental Ca: -14.7; M1 PAM parental: 12.7; V1R ag counter: -0.3; M1 ag: -5.0; CHO-K1 Ca antag: -5.5; M1 ag parental: -0.4; OXTR potentiator: -1.0

Results for CCOc1ccc(/C=N/n2c(COc3ccccc3)n[nH]c2=S)cc1OC ?
TAAR1 ag: -1.9; CHO parental Ca: -11.0; M1 PAM parental: -11.3; TAAR1 antag: -9.8; V1R ag counter: -0.5; M1 ag: -7.0; CHO-K1 Ca antag: 4.9; M1 ag parental: 0.5; OXTR potentiator: -7.1

Results for O=C(C=CC(=O)OC1CCCCC1)OC1CCCCC1 ?
TAAR1 ag: -1.2; M1 PAM parental: -16.7; TAAR1 antag: 11.6; M1 ag: -1.0; CHO-K1 Ca antag: 10.1; M1 ag parental: -0.1

How did O=C(CSc1n[nH]c(-c2cccnc2)n1)Nc1ccccc1 do in these assays?
TAAR1 ag: 6.5; CHO parental Ca: -21.8; M1 PAM parental: -0.7; TAAR1 antag: 8.6; V1R ag counter: -0.2; M1 ag: -3.7; CHO-K1 Ca antag: 5.2; M1 ag parental: 0.5; OXTR potentiator: -2.4

What do the screens show for `O=C(CSCC(=O)N1CCCCC1)Nc1nc(-c2cccs2)cs1`?
TAAR1 ag: 7.8; CHO parental Ca: -1.5; M1 PAM parental: -4.9; TAAR1 antag: 19.4; V1R ag counter: 6.6; M1 ag: 2.0; CHO-K1 Ca antag: 10.8; M1 ag parental: 5.4; OXTR potentiator: -7.4

What do the screens show for `Cc1[nH]nc(SCC(=O)Nc2ccc(C#N)cc2)c1[N+](=O)[O-]`?
TAAR1 ag: 7.0; CHO parental Ca: -3.3; M1 PAM parental: 15.5; TAAR1 antag: 16.4; V1R ag counter: 6.5; M1 ag: -1.3; CHO-K1 Ca antag: -3.1; M1 ag parental: 5.0; OXTR potentiator: -8.9

What do the screens show for `COc1ccc(Nc2nc(N3CCN(S(=O)(=O)N(C)C)CC3)nc3ccccc23)cc1`?
TAAR1 ag: 10.4; CHO parental Ca: -6.2; M1 PAM parental: 4.9; TAAR1 antag: 29.4; V1R ag counter: -0.5; M1 ag: -6.7; CHO-K1 Ca antag: 0.8; M1 ag parental: 3.3; OXTR potentiator: -7.3

What do the screens show for `CCC(=O)N1CCc2cc(S(=O)(=O)NCCC(=O)N3CCc4ccccc4C3)ccc21`?
TAAR1 ag: 20.3; CHO parental Ca: 7.8; M1 PAM parental: -2.1; TAAR1 antag: 8.5; V1R ag counter: 10.2; M1 ag: -1.6; CHO-K1 Ca antag: 2.3; M1 ag parental: 6.8; OXTR potentiator: -7.8

Results for O=C(NNC(=O)c1c(F)cccc1F)c1sccc1-n1cccc1 ?
TAAR1 ag: 8.7; CHO parental Ca: -9.2; M1 PAM parental: -4.8; TAAR1 antag: 6.3; V1R ag counter: 0.3; M1 ag: -2.6; CHO-K1 Ca antag: -1.4; M1 ag parental: -0.1; OXTR potentiator: 12.0

Results for CCN(CC(=O)NCc1ccc(Cl)cc1)C(=O)CCOc1ccc(C)cc1 ?
TAAR1 ag: 4.0; CHO parental Ca: -14.1; M1 PAM parental: -23.4; TAAR1 antag: -37.7; V1R ag counter: -1.2; M1 ag: -4.7; CHO-K1 Ca antag: 14.9; M1 ag parental: -0.5; OXTR potentiator: -1.4

Random excerpt: 3 compounds from above
Results for CCN(CC(=O)NCc1ccc(Cl)cc1)C(=O)CCOc1ccc(C)cc1 ?
TAAR1 ag: 4.0; CHO parental Ca: -14.1; M1 PAM parental: -23.4; TAAR1 antag: -37.7; V1R ag counter: -1.2; M1 ag: -4.7; CHO-K1 Ca antag: 14.9; M1 ag parental: -0.5; OXTR potentiator: -1.4

What do the screens show for `O=C(CSCC(=O)N1CCCCC1)Nc1nc(-c2cccs2)cs1`?
TAAR1 ag: 7.8; CHO parental Ca: -1.5; M1 PAM parental: -4.9; TAAR1 antag: 19.4; V1R ag counter: 6.6; M1 ag: 2.0; CHO-K1 Ca antag: 10.8; M1 ag parental: 5.4; OXTR potentiator: -7.4

Results for CCOc1cc(S(=O)(=O)N2CC=C(c3ccc(F)cc3)CC2)c(OCC)cc1-n1cnnn1 ?
TAAR1 ag: 4.5; CHO parental Ca: -14.2; M1 PAM parental: -0.8; TAAR1 antag: -19.5; V1R ag counter: -0.6; M1 ag: -1.7; CHO-K1 Ca antag: -19.2; M1 ag parental: -0.1; OXTR potentiator: -5.7

Next results
What do the screens show for `OCCc1ccccc1`?
TAAR1 ag: 0.6; CHO parental Ca: 0.2; TAAR1 antag: 3.0; V1R ag counter: 1.5; OXTR potentiator: -13.9

How did CCCn1c(N)c(C(=O)CSc2n[nH]c(-c3ccccc3F)n2)c(=O)n(C)c1=O do in these assays?
TAAR1 ag: 22.5; CHO parental Ca: -14.1; M1 PAM parental: -15.4; TAAR1 antag: 1.9; V1R ag counter: 9.9; M1 ag: 7.4; CHO-K1 Ca antag: 1.6; M1 ag parental: 7.5; OXTR potentiator: -9.9

Results for OCC1OC(n2cnc3ncccc32)C(O)C1O (stereo unspecified) ?
TAAR1 ag: 0.8; M1 PAM parental: 9.9; TAAR1 antag: 1.6; M1 ag: -4.3; CHO-K1 Ca antag: -11.9; M1 ag parental: 0.7

How did NS(=O)(=O)c1ccc(CNC(=O)c2ccc(S(=O)(=O)NCc3ccco3)cc2)cc1 do in these assays?
TAAR1 ag: 4.4; CHO parental Ca: -6.7; M1 PAM parental: 21.0; TAAR1 antag: -5.0; V1R ag counter: 0.4; M1 ag: -2.4; CHO-K1 Ca antag: -18.2; M1 ag parental: 0.8; OXTR potentiator: -0.4

How did O=C(CN1C(=O)c2ccccc2S1(=O)=O)c1ccccc1F do in these assays?
TAAR1 ag: 3.0; CHO parental Ca: -4.2; M1 PAM parental: 9.8; TAAR1 antag: -13.5; V1R ag counter: 2.0; M1 ag: -2.1; CHO-K1 Ca antag: -13.6; M1 ag parental: 2.2; OXTR potentiator: -6.6

Results for COc1cc(NC(=O)Cn2ncc3c2-c2ccccc2OC3)cc(OC)c1OC ?
TAAR1 ag: 3.8; CHO parental Ca: -15.3; M1 PAM parental: 1.9; TAAR1 antag: -13.5; V1R ag counter: 4.5; M1 ag: 1.6; CHO-K1 Ca antag: 7.0; M1 ag parental: 0.6; OXTR potentiator: -6.8

Results for CCOC(=O)c1sc(NC(=O)C2CC(=O)N(c3ccccc3OC)C2)nc1C (stereo unspecified) ?
TAAR1 ag: 2.2; CHO parental Ca: -5.3; M1 PAM parental: -11.3; TAAR1 antag: 8.8; V1R ag counter: 2.2; M1 ag: -0.6; CHO-K1 Ca antag: -0.8; M1 ag parental: 1.5; OXTR potentiator: 0.4

Results for CCN1C(=O)N[C@@H](CCc2ccccc2)[C@@H](C(=O)OC)[C@H]1C ?
TAAR1 ag: 4.3; CHO parental Ca: -9.2; M1 PAM parental: 7.0; TAAR1 antag: -21.2; V1R ag counter: -0.2; M1 ag: -4.6; CHO-K1 Ca antag: -2.6; M1 ag parental: -0.1; OXTR potentiator: -6.3

What do the screens show for `COc1ccc2[nH]c3c(c2c1)CCN1C(=O)C(CC(=O)NCCc2ccccn2)C[C@H](C(=O)N2CCCCC2)[C@@]31C` (stereo partly specified)?
TAAR1 ag: 17.3; CHO parental Ca: -22.9; M1 PAM parental: 0.0; TAAR1 antag: -10.7; M1 ag: -4.8; CHO-K1 Ca antag: 9.2; M1 ag parental: 0.0

How did COc1cccc(C=Nc2ccc3c(c2)OCCO3)c1O do in these assays?
CHO parental Ca: -1.2; M1 PAM parental: -3.4; V1R ag counter: 0.1; M1 ag: 1.7; CHO-K1 Ca antag: 15.3; M1 ag parental: 0.1; OXTR potentiator: -8.0

Results for O=Cc1cccn1-c1nccc(-c2ccco2)n1 ?
TAAR1 ag: -0.6; CHO parental Ca: 3.1; M1 PAM parental: 11.5; TAAR1 antag: 0.9; V1R ag counter: -0.7; M1 ag: -4.6; CHO-K1 Ca antag: -5.9; M1 ag parental: 4.8; OXTR potentiator: -3.0
